Bioassay records from PubChem BioAssay.
GPR151 activ: human GPR151 activation. Q8TDV0. activation, % at 11.2 µM. PathHunter beta-arrestin GPR151 cells, luminescence. 650,000 tested, 1% active. AID 1508602; in the data active = activation above about 4.9%;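 also: 0% = median of compound wells and 100% = cells with positive control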
FBW7 act: human FBW7 E3 ligase activation, primary screen; normalized activity (activation), % at 26.1 µM; AID 1259310; Q969H0; AlphaScreen FBW7–phospho-cyclin E peptide binding, activator screen; 650,000 tested, 0.13% active; in the data active = normalized activity above about 1.9%;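 also: purified mutant Fbw7 with reduced substrate affinity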
Target sequence (Q969H0 whole entry, looked up): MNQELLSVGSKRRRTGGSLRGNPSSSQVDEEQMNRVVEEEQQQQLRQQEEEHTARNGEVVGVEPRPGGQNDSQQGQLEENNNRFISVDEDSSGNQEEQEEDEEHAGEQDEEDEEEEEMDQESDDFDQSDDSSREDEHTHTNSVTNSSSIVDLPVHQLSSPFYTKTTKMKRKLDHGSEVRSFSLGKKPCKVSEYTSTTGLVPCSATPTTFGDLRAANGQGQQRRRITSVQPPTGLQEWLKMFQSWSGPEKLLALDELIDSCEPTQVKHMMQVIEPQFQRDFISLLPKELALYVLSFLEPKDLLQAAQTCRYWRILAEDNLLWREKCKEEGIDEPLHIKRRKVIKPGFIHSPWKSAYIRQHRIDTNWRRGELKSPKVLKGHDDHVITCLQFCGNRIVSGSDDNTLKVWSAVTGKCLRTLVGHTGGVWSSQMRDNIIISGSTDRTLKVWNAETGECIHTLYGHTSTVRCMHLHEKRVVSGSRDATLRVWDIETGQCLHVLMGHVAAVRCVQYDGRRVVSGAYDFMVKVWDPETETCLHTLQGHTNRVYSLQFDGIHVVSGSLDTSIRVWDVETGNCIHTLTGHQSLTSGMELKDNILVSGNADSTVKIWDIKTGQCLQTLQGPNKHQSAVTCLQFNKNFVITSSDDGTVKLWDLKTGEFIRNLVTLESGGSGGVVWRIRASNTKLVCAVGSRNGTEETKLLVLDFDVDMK
MITF primary: blocks human microphthalmia-associated transcription factor | inhibition, % at 2.6 µM | AlphaScreen MITF homodimerization, bead proximity signal | 650,000 tested, 0.91% active | O75030; in the data active = inhibition above about 50%;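 also: 0% = vehicle wells with protein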
TEAD-YAP block: TEAD-YAP interaction inhibition. HEK-TIYL cells, TEAD-Gal4/YAP UAS-luciferase luminescence. inhibition, % at 9.12 µM. 640,000 tested, 1.4% active. AID 1259422; in the data active = inhibition above about 32%;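 also: 0% = median of test compound wells and 100% = reference inhibitor wells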
The depositor's hits bear a star. Compounds as they come; any-hit rate near 3.5%.

Values in the order: FBW7 act	TEAD-YAP block	GPR151 activ	MITF primary
1) CC12CC(NC(=O)N1c1cccc(C(=O)NCc3cccnc3)c1)c1cc(Cl)ccc1O2 (stereo unspecified)
 : 0.8	5	0.1	19
2) Cc1cccc(OCC(=O)N/N=C/c2cc(C)ccc2O)c1
 : -0.1	4	4.3	4
3) Cc1nn(C)c(Cl)c1CN1CCN(CC(C)C)C(CCO)C1 (stereo unspecified)
 : -0.1	-3	-0.5	3
4) O=C(Cn1[nH]c(=O)c2ccccc2c1=O)NNc1c(Cl)cc(Cl)cc1Cl
 : -0.1	15	-0.5	8
5) COc1ccc(N2CCN(c3cc(Nc4cc(OC)c(OC)c(OC)c4)c4c5c(onc35)-c3ccccc3C4=O)CC2)cc1
 : -0.8	10	0.1	5
6) Cc1ccccc1NC(=O)c1cnn2ccccc12
 : 0.9	-56	-2.5	11
7) O=C1NCCN(Cc2cccc(C(F)(F)F)c2)C1CC(=O)N1CCCCCCC1 (stereo unspecified)
 : 0.7	6	0.3	3
8) COc1cc2nc(N3CCCC(O)C3)c(CNCc3cc(C)no3)cc2c(OC)c1OC (stereo unspecified)
 : 0.0	-3	-0.9	3
9) CC(=O)N1CCN(c2ccc(NC(=O)c3ccc(C)c([N+](=O)[O-])c3)cc2)CC1
 : -0.2	1	0.8	2
10) CC(=O)N[C@H]1[C@H](Oc2nc3cc(C)ccc3o2)O[C@H](CO)[C@@H](O)[C@@H]1O
 : 0.2	3	-0.4	10
11) O=C1CCCN1CCn1cnc2c(NC3CCN(Cc4ccccc4)CC3)nc(Nc3ccc(N4CCOCC4)cc3)nc21
 : -0.1	-3	1.5	6
12) Cc1ccc(C(=O)NCC(=O)OCC(=O)NCC(F)(F)F)cc1
 : 0.2	18	-0.7	17
13) COc1ccc(C2CC(c3c(-c4ccccc4)c4cc(Br)ccc4[nH]c3=O)=NN2C(=O)CCC(=O)O)cc1 (stereo unspecified)
 : 0.1	-1	1.4	-7
14) O=S(=O)(c1ccc(NC(=S)Nc2ccc3c(c2)OCCO3)cc1)N1CCOCC1
 : -0.3	-9	-0.3	9
15) CC(=O)Nc1ccc(SCC(=O)N2CCN(c3ccccc3)CC2)cc1
 : -0.1	13	2.0	-5
16) COC(F)(C(=O)Nc1cc(Br)cc2cccnc12)C(F)(F)F (stereo unspecified)
 : -0.2	7	-1.1	-1
17) COc1ccc2[nH]c(C)c(CN3CCCCC3)c(=O)c2c1
 : -0.2	8	-0.6	-10
18) O=C(Oc1ccc(Br)cc1)C1CC(=O)N(c2ccc(F)cc2)C1 (stereo unspecified)
 : 0.1	8	0.9	-9
19) Fc1ccc(-c2c(-c3ccnc(Nc4ccc(N5CCOCC5)cc4)c3)noc2Cl)cc1
 : -0.2	4	1.4	-3
20) CCc1ccc(-n2[nH]nnc2=S)cc1
 : -0.1	-9	2.1	8
21) O=C(Nc1cccc(O)c1)c1cc2n(n1)C(C(F)(F)F)CC(c1cccs1)N2 (stereo unspecified)
 : -0.1	-25	0.5	-7
22) Cc1cc(C)c2nc(SCC(=O)Nc3nonc3C)c(C#N)cc2c1
 : 0.6	4	-0.2	8
23) O=C(Nc1ccccc1N1CCOCC1)c1ccc(Cl)c(Cl)c1
 : -0.2	13	0.7	2
24) CCOC(=O)Cc1nnc(NC(=O)C(CC)Sc2nc(C)cc(C)n2)s1 (stereo unspecified)
 : 0.0	1	-0.4	12
25) CCCCN(C)C(=O)C1c2ccccc2C(=O)N(CCOC)C1c1c[nH]c2ccccc12 (stereo unspecified)
 : 0.1	3	0.2	1
26) CCCc1nnc(NC(=O)C2CCC2)s1
 : 0.1	9	-1.7	13
27) CCOc1ccccc1C(=O)Nc1cc(OC)ccc1OC
 : -0.1	13	-1.2	0
28) Cc1ccc(/C=C/C2=NC(=C\c3cc(Br)cs3)/C(=O)O2)cc1
 : 0.1	7	1.0	-2
29) Cn1ncc2c(Nc3ccc(C(=O)O)cc3)ncnc21
 : 0.0	-4	-0.3	8
30) CC(C)N(CCCNC(=O)c1ccc(N2CCCC2=O)cc1)Cc1ccccc1
 : 0.1	-5	2.3	-9
31) CN(C)c1cccc(Nc2nc(NCc3cccc(C(F)(F)F)c3)c3ncn(-c4ccccc4)c3n2)c1
 : 0.8	1	-1.9	10
32) COc1cc(NS(=O)(=O)c2cc3c(cc2C)N(C)CCO3)cc(OC)c1OC
 : -0.4	-4	1.2	-5
33) COc1ccc(N2CCN(C(=O)c3ccc(C)o3)CC2)cc1
 : 0.7	14	-0.5	1
34) O=C(CCc1ccccc1)N/N=C/c1ccccc1Br
 : 0.3	6	2.4	9
35) N#CCC(=O)N/N=C/c1ccc(OCC(=O)NC2CCCCC2)cc1
 : 0.2	-3	-1.2	1
36) O=C(CSc1nnnn1-c1ccccc1)c1ccccc1
 : 0.0	-55	-0.3	7
37) COC(=O)c1cccc(NC2=C(N3CCCCC3)C(=O)c3ccccc3C2=O)c1
 : -0.2	-6	-0.5	8
38) COc1ccc(NC(=O)c2ccco2)c(NC(=O)c2ccc([N+](=O)[O-])cc2)c1
 : 0.1	-7	-0.8	9
39) CCOc1ccc(CSc2ncnc(SCc3ccc(OCC)cc3)c2N)cc1
 : -0.1	-1	-0.2	-5
40) COc1ccc(N(CC(=O)NCCSCc2ccccc2)S(C)(=O)=O)cc1Cl
 : -0.1	-2	-0.4	-16
41) COc1cccc(CC2=NOC(C(=O)N3CCCC(COc4ccc(F)cc4)C3)C2)c1 (stereo unspecified)
 : -0.2	-2	0.7	7
42) COc1ccc(-c2nn3c(NCC4CCCO4)cc(C)nc3c2C)cc1OC (stereo unspecified)
 : 0.0	9	-0.2	9
43) CCN(CC)S(=O)(=O)c1ccc2[nH]c3nc(SCC(=O)NCCc4ccc(OC)c(OC)c4)nnc3c2c1
 : 0.2	4	-1.0	-20
44) COc1ccc2ccc(OC)c(/C=C3/C(=O)N(c4ccccc4)N=C3C)c2c1
 : -0.2	-9	-0.6	-7
45) Cc1ccc([N+](=O)[O-])cc1N(CC(=O)Nc1ccc(C(C)C)cc1)S(C)(=O)=O
 : 0.6	-3	0.1	18
46) O=C(CN1C(=O)[C@@H]2CCCN2C(=O)c2ccccc21)NCc1ccco1
 : 0.0	6	0.1	5
47) Cc1ccccc1-c1nnc2n1C1(CCCC1)Cc1ccccc1-2
 : 0.2	4	-0.8	1
48) COc1cc(S(=O)(=O)N(Cc2ccc(C)cc2)Cc2ccco2)ccc1-n1cnnn1
 : 0.1	0	0.7	18
49) CCn1c(C(=O)O)c(CNCc2ccccc2OC)c2ccccc21
 : 0.0	2	0.3	5
50) CCOC(CNC(=O)c1sc2ncn(CC(=O)Nc3ccccc3OC)c(=O)c2c1C)OCC
 : 0.2	1	-0.9	16
51) CC(C)CC(C(=O)N1CCN(c2ccc([N+](=O)[O-])cc2)CC1)N1Cc2ccccc2C1=O (stereo unspecified)
 : 0.1	5	1.7	11
52) O=C(Nc1ccc2oc(-c3ccccc3F)nc2c1)c1cccs1
 : -0.1	-43	0.0	6
53) Cc1ccc(S(=O)(=O)NNC(=O)c2ccccc2Cl)cc1
 : 0.0	6	-0.2	4
54) O=C(O)C1CC=CCC1C(=O)NCc1cn(-c2ccccc2)nc1-c1ccccc1 (stereo unspecified)
 : -0.1	-11	1.2	-1
55) CCCCn1c(C)c(C)n2c3c(=O)n(CC)c(=O)n(C)c3nc12
 : 0.0	3	-0.9	-2
56) CC(C)[C@H](NC(=O)OCc1ccccc1)C(=O)OCC(=O)Nc1c(F)cccc1F
 : -0.1	4	0.3	-1
57) O=C(Nc1ccc(Cl)cc1)N1CCC(CO)(Cc2ccccc2)CC1
 : 0.1	7	-1.1	10
58) CCC1CN(Cc2nccs2)Cc2ccc(Cl)cc2O1 (stereo unspecified)
 : 0.0	2	-0.8	8
59) CCOC(=O)C(C)Sc1ncnc2c1cnn2-c1ccc(Cl)cc1 (stereo unspecified)
 : -0.2	-19	-1.0	-7
60) O=C(Nc1ccc2[nH]ncc2c1)c1ccc(O[C@@H]2CCNC2)nc1
 : -0.2	3	-0.4	1

Following part:
Values in the order: FBW7 act	TEAD-YAP block	GPR151 activ	MITF primary
61) O=C1NCCN(Cc2cccc(Oc3ccccc3)c2)C1CC(=O)N1CCC(O)CC1 (stereo unspecified)
 : -0.2	7	-1.2	7
62) COc1cc(NC(=O)c2cnn3c2NC(c2ccc(Br)cc2)CC3C(F)(F)F)cc(OC)c1OC (stereo unspecified)
 : 0.0	2	0.1	2
63) O=C(c1ccccc1)c1ccc(OCCNS(=O)(=O)c2ccc(F)cc2)cc1
 : -0.2	-10	4.4	-5
64) COc1cc(/C=N\NS(=O)(=O)c2ccc(C(C)(C)C)cc2)ccc1O
 : 0.1	-6	0.1	12
65) NC(=O)/C(=C\c1ccc(Br)cc1)NC(=O)c1ccco1
 : 0.0	13	1.2	-2
66) COc1cc(CN2C(=S)NC(C)(C)CC2(C)O)cc(OC)c1 (stereo unspecified)
 : 0.0	0	-1.3	17
67) N#CCCS(=O)(=O)c1ccc(Cl)cc1
 : 0.0	8	0.9	4
68) N#C/C(=C/c1ccc(N2CCOCC2)o1)c1cccc([N+](=O)[O-])c1
 : -0.3	-50	-0.8	14
69) CC1(C2CCN(Cc3cnn(-c4ccccc4)c3)CC2)NC(=O)N(Cc2ccsc2)C1=O (stereo unspecified)
 : 0.1	3	1.7	9
70) CN1CCN(c2nc(Nc3ccccc3)c3nccnc3n2)CC1
 : 0.1	-3	-0.1	-13
71) CCS(=O)(=O)CCSc1nc(C)cc(C)n1
 : 0.8	-2	0.7	19
72) N/C(Cc1ccc([N+](=O)[O-])cc1)=N\OC(=O)COc1ccc2ccccc2c1
 : -0.1	3	0.0	-1
73) COc1ccc(/C=C/C2=NC(=C\c3ccccc3Cl)/C(=O)O2)cc1
 : 0.0	7	0.9	2
74) N#Cc1c(C(F)(F)F)cc(-c2ccccc2)nc1SCC(=O)Nc1ncc(Br)cc1Br
 : -0.2	-25	-2.1	-7
75) Cc1nc2nc(NCc3ccc(C(C)C)cc3)[nH]n2c(=O)c1C
 : 0.0	-8	-1.2	6
76) Cc1cc(C(=O)NCCCN2CCc3ccccc3C2)n(-c2ccccc2)n1
 : 0.4	9	-0.4	14
77) Cc1cc(/C=C(\C#N)C(=O)NC2CCCCCC2)c(C)[nH]1
 : 0.0	-37	0.8	12
78) COc1ccc(-c2nc(C)cc(NCCO)n2)cc1
 : 0.1	-33	2.4	5
79) CCOc1ccc(NC(=S)NC(=O)CC)cc1
 : 0.1	-35	1.9	12
80) CC(=O)Oc1c(Br)cc(/C=C2\N=C(c3cccc(C)c3)OC2=O)cc1Br
 : 0.1	0	-0.1	7
81) COc1ccc(NC(=O)CCC(=O)OCC(=O)c2ccc(Cl)c(Cl)c2)cc1
 : 0.0	13	1.3	62*
82) COc1cccc(C(=O)Nc2cc(C)ccc2O)c1
 : -0.1	-16	-5.5	-9
83) CCC[C@@H]1NC(=O)[C@H]2CN(Cc3ccc4ncccc4c3)CCN2C1=O
 : 0.7	7	-1.7	9
84) CCCCNC(=O)N1CCc2ccccc2C1
 : -0.1	-15	-0.5	-3
85) Cc1cnc(-c2ccccc2)nc1NCCOc1ccccc1
 : 0.0	0	3.9	4
86) CC1=NN(c2cccc(Cl)c2)C(=O)/C1=C\N1CCCCC1
 : -0.1	1	-4.9	3
87) COc1cccc(CNc2c(C)cnc3c2c(=O)n(C)c(=O)n3C)c1
 : -0.1	10	0.5	-11
88) COc1ccc(CCNC(=O)Cn2ncc3c2-c2cc(C)ccc2OC3)c(OC)c1
 : 0.1	1	0.2	10
89) N#CC(C#N)=C1C(C#N)=C(N)OC1c1ccccc1 (stereo unspecified)
 : -0.1	-28	-0.2	-5
90) Cc1ccc(NC(=O)/C=C/c2ccccc2)cc1
 : -0.1	-73	3.6	-23
91) C=CCNC(=O)CSc1nc2ccc(C(C)C)cc2cc1C#N
 : -0.1	11	1.3	1

In the list so far, four contain a COOH group.
Values in the order: FBW7 act	TEAD-YAP block	GPR151 activ	MITF primary
13) COc1ccc(C2CC(c3c(-c4ccccc4)c4cc(Br)ccc4[nH]c3=O)=NN2C(=O)CCC(=O)O)cc1 (stereo unspecified)
 : 0.1	-1	1.4	-7
29) Cn1ncc2c(Nc3ccc(C(=O)O)cc3)ncnc21
 : 0.0	-4	-0.3	8
49) CCn1c(C(=O)O)c(CNCc2ccccc2OC)c2ccccc21
 : 0.0	2	0.3	5
54) O=C(O)C1CC=CCC1C(=O)NCc1cn(-c2ccccc2)nc1-c1ccccc1 (stereo unspecified)
 : -0.1	-11	1.2	-1

2 entries from above in another layout.
(85) Cc1cnc(-c2ccccc2)nc1NCCOc1ccccc1
(83) CCC[C@@H]1NC(=O)[C@H]2CN(Cc3ccc4ncccc4c3)CCN2C1=O

| assay / compound | 85 | 83 |
| --- | --- | --- |
| FBW7 act | 0.0 | 0.7 |
| TEAD-YAP block | 0 | 7 |
| GPR151 activ | 3.9 | -1.7 |
| MITF primary | 4 | 9 |

Down the list, from the results shown:
Entries 87–90 in GPR151 activ read 0.5, 0.2, -0.2, 3.6
Entries 87–90 in FBW7 act read -0.1, 0.1, -0.1, -0.1
